Gli-Sufu antag: Gli-Sufu pathway antagonists, primary screen, luciferase luminescence, Sufu-KO-LIGHT cells, uHTS; Sufu-KO-LIGHT fibroblasts, Gli luciferase reporter luminescence; inhibition, % at 5 µM; hit rate 0.74% among 340,000;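 active = inhibition above about 55%, limit read from the data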;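 note: 0% = DMSO-treated cells and 100% = wells with medium but no cells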
697 NFkB inh: inhibitors of PMA/ionomycin-induced NF-kB reporter, 697 cells, primary screen, B-cell NF-kB inhibitor project, cell-based, luminescence, uHTS. 697 B-cell NF-kB luciferase reporter, 16 h. inhibition, % at 4 µM. hit rate 0.33% among 330,000; in the data active = inhibition above about 35%
APJ antagonist: antagonists of human apelin receptor APJ, primary screen, CHO-K1 cells, beta-arrestin complementation, luminescence | inhibition, % at 20 µM | P35414 | AID 2521, 2010 | hit rate 0.32% among 330,000;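 active = inhibition above about 40% at 20 µM, limit read from the data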;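 note: cells challenged with 10 nM apelin-13 agonist together with compound; plate controls were apelin-13 plus DMSO wells for no effect and DMSO wells lacking apelin-13 for full effect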
EBI2 block: EBI2 receptor antagonists, beta-arrestin recruitment, primary screen, cell-based, luminescence, 7a,25-OHC stimulation, uHTS; AID 651636, 2012; 7a,25-OHC stimulated; G-protein coupled receptor 183 (Homo sapiens), P32249; inhibition, % at 5 µM; hit rate 0.81% among 360,000; in the data active = inhibition above about 38%;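 note: enzyme fragment complementation signal reports receptor beta-arrestin coupling in cells; 0% = agonist plus DMSO wells and 100% = wells without agonist; some results beyond the cut were filed as inactive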
Target sequence (P32249 whole entry, looked up, the tested form may be a part): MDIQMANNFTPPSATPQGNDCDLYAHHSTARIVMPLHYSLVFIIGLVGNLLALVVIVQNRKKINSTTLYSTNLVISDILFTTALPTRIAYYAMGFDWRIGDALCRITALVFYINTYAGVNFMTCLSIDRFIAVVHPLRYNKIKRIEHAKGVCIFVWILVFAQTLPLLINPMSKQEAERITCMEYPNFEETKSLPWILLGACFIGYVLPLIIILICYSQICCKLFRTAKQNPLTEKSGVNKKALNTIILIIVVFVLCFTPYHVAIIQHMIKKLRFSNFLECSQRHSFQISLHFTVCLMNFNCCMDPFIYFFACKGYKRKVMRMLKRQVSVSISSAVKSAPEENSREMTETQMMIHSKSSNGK
Jurkat NFkB inh: inhibitors of induced NF-kB luciferase reporter, primary screen, TCR NF-kB activation inhibitor project, cell-based, luminescence, uHTS. Jurkat, PMA/ionomycin-induced NF-kB luciferase reporter. inhibition, % at 4 µM. hit rate 0.53% among 330,000; in the data active = inhibition above about 50%
UBC13 inh: UBC13 polyubiquitin chain formation inhibitors, primary screen, biochemical, TR-FRET, uHTS; inhibition, % at 20 µM; hit rate 0.47% among 330,000; in the data active = inhibition above about 45%, passing the limit was not always enough
CCR6 antag: CCR6 receptor antagonists, primary screen, cell-based, CHO-K1, luminescence, beta-arrestin, uHTS; AID 493098, 2011; C-C chemokine receptor type 6 (Homo sapiens), P51684; hit rate 0.49% among 340,000; CHO-K1 CCR6 PathHunter beta-arrestin, CCL20-stimulated; inhibition, % at 20 µM;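 active = compounds whose inhibition of the agonist-driven luminescence signal at 20 µM reaches about 50%, limit read from the data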;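 note: cells stimulated with CCL20 at 14 nM final; plate controls were DMSO with CCL20 for no effect and DMSO without agonist for full effect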
Target sequence (P51684 whole entry, looked up): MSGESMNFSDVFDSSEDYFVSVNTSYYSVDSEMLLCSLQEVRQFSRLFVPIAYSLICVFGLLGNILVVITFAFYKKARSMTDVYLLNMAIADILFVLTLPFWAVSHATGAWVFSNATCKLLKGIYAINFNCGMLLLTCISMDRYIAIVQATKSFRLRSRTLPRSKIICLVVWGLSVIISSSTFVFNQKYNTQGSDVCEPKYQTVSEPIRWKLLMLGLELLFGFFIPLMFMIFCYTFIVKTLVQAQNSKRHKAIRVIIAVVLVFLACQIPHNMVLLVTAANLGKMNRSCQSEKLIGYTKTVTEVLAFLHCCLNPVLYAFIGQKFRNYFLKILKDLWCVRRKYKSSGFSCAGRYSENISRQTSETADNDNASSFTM
CXCR6 inh: CXCR6 receptor inhibitors, primary screen, cell-based, beta-arrestin, luminescence, CHO-K1 PathHunter, 1536-well; C-X-C chemokine receptor type 6 (Homo sapiens), O00574; inhibition, % at 20 µM; hit rate 0.36% among 360,000; AID 602244, 2012; in the data active = inhibition above about 34%, passing the limit was not always enough;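 note: antagonist mode with CXCL16 agonist at 10 nM final; 0% = 10 nM CXCL16 with DMSO and 100% = unstimulated wells without agonist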
Target sequence (O00574 whole entry, looked up): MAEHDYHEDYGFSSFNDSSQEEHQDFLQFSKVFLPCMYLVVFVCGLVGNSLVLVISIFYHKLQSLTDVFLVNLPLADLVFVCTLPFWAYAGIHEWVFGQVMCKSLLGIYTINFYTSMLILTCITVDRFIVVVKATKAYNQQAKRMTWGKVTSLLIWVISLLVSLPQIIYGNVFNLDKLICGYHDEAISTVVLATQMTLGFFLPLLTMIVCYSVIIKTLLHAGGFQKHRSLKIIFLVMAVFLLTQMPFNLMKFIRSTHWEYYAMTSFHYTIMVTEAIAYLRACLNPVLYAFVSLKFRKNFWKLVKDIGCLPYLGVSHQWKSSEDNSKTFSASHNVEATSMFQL
Active calls of the source: *; · = no result given.

SMILES | Gli-Sufu antag | 697 NFkB inh | APJ antagonist | EBI2 block | Jurkat NFkB inh | UBC13 inh | CCR6 antag | CXCR6 inh
Cc1cccc(N(Cc2cc3ccccc3[nH]c2=O)S(=O)(=O)c2ccccc2)c1 | 4 | -4 | -9 | 3 | 3 | 13 | 10 | 0
Cc1ccc(NC(=O)CN2C(=O)/C(=C3\SC(=S)N(C4CCS(=O)(=O)C4)C3=O)c3ccccc32)cc1 (stereo unspecified) | 10 | · | · | 6 | · | · | 44 | 1
O=C(NCc1cccc(Br)c1)C1CC(c2ccccc2C(F)(F)F)=NO1 (stereo unspecified) | 25 | -16 | -86 | 0 | 22 | 15 | -3 | 0
Cc1ccc(C(=O)Nn2cnc3scc(-c4cccs4)c3c2=O)c(O)c1 | 3 | 7 | 2 | 10 | 1 | 0 | 10 | 5
CCOC(=O)C(C)CC(C)C(=O)N1CCOCCN(C(=O)C(C)CC(C)C(=O)OCC)CCOCC1 (stereo unspecified) | 3 | 10 | -1 | -11 | -2 | 0 | 3 | 10
NS(=O)(=O)c1cc(Cl)c(Cl)c(S(N)(=O)=O)c1 | -6 | -8 | 15 | -8 | -17 | 2 | 5 | 4
COc1ccc(/C=N/NC(=O)c2cccc([N+](=O)[O-])c2)cc1OS(=O)(=O)c1ccc(C)cc1 | 8 | -17 | 3 | 14 | 0 | -2 | 5 | 0
COc1ccc2c(c1OC)C(=O)N(c1ccc(C)c(C)c1)C2=O | -15 | -45 | 6 | 3 | 12 | 2 | 22 | 0
Oc1[nH]c2ccccc2c1N=Nc1ncnc2c1oc1ccccc12 | · | 15 | -7 | · | 2 | -1 | · | ·
COc1cc(OC)cc(C(=O)N=c2sc3ccccc3n2C)c1 | -65 | -68 | -13 | 9 | -113 | 7 | 3 | 8
O=C(Nc1nc2ccccc2s1)c1cc(-c2ccco2)nc2ccccc12 | -7 | -21 | 6 | -4 | 15 | 6 | 5 | 13
CC1(C)C(=O)Nc2ccccc2N1C(=O)COC(=O)c1cccs1 | 0 | 21 | 11 | -5 | 21 | -4 | 11 | 4
CSCCC(NC(=O)COc1ccccc1)C(=O)O (stereo unspecified) | -8 | 9 | 0 | 5 | 1 | -7 | 8 | 2
CCC(Oc1ccccc1)C(=O)NCc1cccnc1 (stereo unspecified) | -2 | -11 | -6 | 0 | 11 | -2 | -5 | -5
CCOc1ccc(CCNC(=O)CSC(=S)N2CCCC2)cc1OCC | -17 | 10 | -6 | -5 | 5 | -1 | 8 | 1
CN(C(=O)CCN1C(=O)C(C)(C)Nc2ccccc21)c1ccccc1 | 4 | -9 | 0 | -7 | -15 | -7 | 2 | -6
CCOc1cc(C(=O)Nc2ccc(S(=O)(=O)Nc3cc(C)on3)cc2)cc(OCC)c1OCC | 4 | -23 | 9 | -5 | -1 | -14 | -2 | -1
O=C(CCc1ccccc1)NC1C2CC3CC(C2)CC1C3 (stereo unspecified) | -3 | 6 | 6 | 17 | 16 | 3 | 13 | 7
Cc1noc(C)c1CSCC(=O)Nc1ccc(Br)cc1Cl | 5 | -3 | -8 | 5 | 2 | 2 | 13 | 4
CC1(C)Cc2cccc(OCC(=O)Nc3cc(S(C)(=O)=O)ccc3Cl)c2O1 | -7 | -5 | -6 | 0 | -18 | 0 | 11 | -4
O=C(Nc1ccc(F)cc1F)c1cccc(C(=O)Nc2ccc(F)cc2F)n1 | 28 | -19 | -40 | -9 | -10 | -11 | -14 | -5
O=C(NCc1ccccc1F)C(=O)NCC1CCCN1S(=O)(=O)c1ccccc1 (stereo unspecified) | -17 | -5 | -20 | 7 | 6 | 1 | 0 | 3
CC1CCc2sc(C(=O)NCC3CCCO3)cc2C1 (stereo unspecified) | -75 | -101 | 2 | 8 | -98 | -2 | 7 | -5
CCCCOc1ccc(-c2n[nH]c(=S)n2Cc2ccccc2)cc1 | 9 | -33 | 0 | 3 | 6 | -1 | 1 | -2
Cc1onc(-c2c(F)cccc2Cl)c1C(=O)OCC(=O)NCc1ccco1 | 4 | 14 | -16 | -11 | -2 | -2 | 11 | 6
CCOC(=O)N1CCN(C(=O)c2ccccc2CCc2ccccc2)CC1 | 1 | 18 | 22 | 4 | 11 | -1 | 9 | 6
Cc1ccc(NS(=O)(=O)c2cccc(C(=O)NCCc3c[nH]c4ccccc34)c2)c(C)c1 | 13 | 10 | 3 | 24 | 4 | 8 | 7 | -4
O=C(COC(=O)c1ccco1)NC(c1ccccc1)c1ccccc1 | -5 | 2 | 1 | -10 | -5 | -7 | 7 | 2
CCOC(=O)[C@H]1[C@H]2COc3ccc(Br)cc3[C@@H]2N2C(=O)[C@H](C)NC(=O)[C@@]12C | -6 | 17 | -1 | 0 | 3 | 6 | 6 | -7
Cc1ccc(-n2c(SCC(N)=O)nnc2-c2ccccn2)cc1 | 7 | 5 | 2 | -7 | -18 | 0 | 7 | 2
CN(C)c1ccc(C(c2ccc(N(C)C)cc2)c2ccc([N+](=O)[O-])cc2)cc1 | 3 | -2 | 1 | 21 | 2 | -16 | 16 | 12
O=C(CCS(=O)(=O)Cc1ccccc1)Nc1ncc([N+](=O)[O-])s1 | -32 | -92 | 11 | -9 | 5 | -2 | 20 | 16
C=C(C)CSc1nnc(-c2ccc(OC)cc2)n1N | -19 | -22 | 7 | -5 | -16 | -3 | 6 | -2
CCOC(=O)[C@H]1[C@H]2COc3ccc(Br)cc3[C@H]2N2C(=O)CN(Cc3ccc(Cl)cc3)C(=O)[C@@]12C | 10 | · | · | 9 | · | · | 10 | -2
CCNC(=O)c1ccc(NS(=O)(=O)c2ccccc2)cc1 | 4 | 8 | 11 | -5 | -1 | 0 | -20 | 3
CCN(CC)CCNc1nc(SC)nc2sc3c(c12)CCN(C)C3 | 30 | 4 | -2 | -7 | -20 | 13 | 6 | 8
O=C(COCc1nc2ccccc2c(=O)[nH]1)NCC1CCCCC1 | -3 | -5 | 9 | -1 | 5 | 5 | 16 | -2
S=C(NC1CCCCC1)N(CCc1ccccc1)CCc1ccccc1 | 7 | -4 | 22 | 19 | 7 | 6 | 14 | 22
CCN(CC)S(=O)(=O)c1cc(NC(=O)Cn2cnc3ccccc3c2=O)ccc1C | 3 | -6 | -17 | 0 | 7 | 11 | 0 | 9
Cc1cc(C)n2nc(CNS(=O)(=O)c3ccc(F)c(C)c3)nc2n1 | 5 | 0 | 7 | 0 | 14 | 6 | 2 | -3
CCOc1ccc(NS(=O)(=O)c2cc(NC(=O)CCS(=O)(=O)c3ccc(C)cc3)ccc2OC)cc1 | -3 | -6 | -12 | -2 | 7 | -10 | 17 | -2
CC(=O)Oc1ccc(C(=O)[C@H]2[C@H]3C(=O)N(c4cccc5ccccc45)C(=O)[C@H]3[C@@H]3C=CC=NN32)cc1 | -6 | -22 | -41 | -14 | -11 | -35 | 9 | 4
Cc1cc(Cl)ccc1NC(=O)CN1C(=O)NC2(CCCc3ccccc32)C1=O (stereo unspecified) | -4 | 9 | -60 | -5 | 14 | 0 | 2 | 0
COCC(C)NC(=O)CCc1nnc(C2(c3ccc(Cl)cc3)CCC2)o1 (stereo unspecified) | -6 | -51 | -8 | -14 | -32 | -8 | 6 | -4
O=C(N/N=C\c1ccoc1)c1ccco1 | 15 | 11 | -4 | -15 | 2 | 2 | 3 | 6
CCOc1ccccc1N1CCN(S(=O)(=O)c2ccc(F)c(F)c2)CC1 | 6 | 18 | -1 | 15 | 14 | 9 | 20 | -13
O=C(CSc1ncccn1)Nc1ccc2c(c1)CCC2 | -12 | 13 | -10 | -2 | -7 | -1 | 6 | 8
CCn1c(=S)[nH]c2c(c1=O)C(C)(C)Cc1ccccc1-2 | -3 | · | · | -3 | · | · | 12 | 6
COc1ccccc1NC(=O)NN1CCCCC1 | -17 | -1 | 17 | -2 | -6 | 14 | -8 | -5
COc1cccc(COc2ncnc3sccc23)c1 | -19 | 12 | -2 | -4 | -47 | 6 | 13 | -1
O=C(COc1ccccc1)NC(Cc1c[nH]c2ccccc12)C(=O)O (stereo unspecified) | 0 | 7 | -9 | 1 | 4 | 0 | -13 | 2
CCOc1ccc(-c2cc(C(=O)NN3CCN(C)CC3)c3cc(Cl)ccc3n2)cc1 | · | 7 | 2 | · | -4 | 27 | · | ·
O=C(Nc1ccccc1)N1CCSCC1 | -2 | 15 | 6 | -8 | 1 | 3 | -29 | 6
CCS(=O)(=O)N1CCN(c2ccnc3cc(Cl)ccc23)CC1 | 7 | 10 | 4 | -7 | 15 | 3 | 6 | -5
COc1cc(OC)nc(N/N=C(\c2ccccc2)c2ccncc2)n1 | 8 | -13 | 10 | -6 | -6 | -2 | -4 | 6
CC(=O)Nc1cccc(NC(=O)C(=O)Nc2ccc3c(c2)N(C(=O)C2CC2)CCC3)c1 | -37 | -7 | -3 | -6 | -50 | 6 | 7 | -5
COCCCNC(=O)Nc1ccc2c(c1)N(C)C(=O)CS2 | 7 | 11 | -2 | -3 | -13 | -8 | 9 | -4
O=C1NC(Nc2nc3ccccc3s2)(C(F)(F)F)C(=O)N1C1CCCCC1 (stereo unspecified) | -15 | -8 | -26 | -9 | -1 | -1 | 0 | -3
O=C(CCN1CCCCCC1)Nc1ccc(F)cc1 | 38 | -5 | 2 | -18 | -31 | 2 | -7 | -3
CCn1nccc1C(=O)Nc1ccc(S(=O)(=O)NC23CC4CC(CC(C4)C2)C3)cc1 | 14 | 5 | -12 | -4 | 18 | 1 | 1 | -13

2 entries from above, as tab-separated lines.
mol	Gli-Sufu antag	697 NFkB inh	APJ antagonist	EBI2 block	Jurkat NFkB inh	UBC13 inh	CCR6 antag	CXCR6 inh
CCOC(=O)C(C)CC(C)C(=O)N1CCOCCN(C(=O)C(C)CC(C)C(=O)OCC)CCOCC1 (stereo unspecified)	3	10	-1	-11	-2	0	3	10
CC(=O)Oc1ccc(C(=O)[C@H]2[C@H]3C(=O)N(c4cccc5ccccc45)C(=O)[C@H]3[C@@H]3C=CC=NN32)cc1	-6	-22	-41	-14	-11	-35	9	4

Other records.
SMILES | Gli-Sufu antag | 697 NFkB inh | APJ antagonist | EBI2 block | Jurkat NFkB inh | UBC13 inh | CCR6 antag | CXCR6 inh
Cc1ccc2c(c1)NC(=O)C(CC(=O)O)O2 (stereo unspecified) | -2 | 16 | 0 | -2 | 1 | -4 | -9 | 6
Cc1ccc(NC(=O)CNCCCN2CCOCC2)cc1S(=O)(=O)N1CCCCC1 | 3 | -29 | -13 | -2 | -7 | -9 | 10 | -1
O=C(CSc1nnc(SCc2cccc3ccccc23)s1)N/N=C/C=C/c1ccccc1[N+](=O)[O-] | 1 | -5 | -1 | 8 | -2 | 9 | 4 | 0
COc1cccc(NC(=O)c2cccs2)c1 | -20 | -42 | -18 | -4 | -67 | -1 | -8 | -1
O=C1Cc2cc(NS(=O)(=O)c3ccc(F)cc3)cc3c2N1CCC3 | 1 | 5 | -34 | -2 | -2 | -5 | 4 | 7
NC(=O)C1(N2CCCCC2)CCN(C2CC(=O)N(Cc3ccc(N4CCCC4=O)cc3)C2=O)CC1 (stereo unspecified) | 1 | -17 | 3 | -18 | -2 | -8 | -7 | -2

Individual results from the entries so far.
CXCR6 inh with O=C(CSc1nnc(SCc2cccc3ccccc23)s1)N/N=C/C=C/c1ccccc1[N+](=O)[O-] = 0
UBC13 inh with O=C1Cc2cc(NS(=O)(=O)c3ccc(F)cc3)cc3c2N1CCC3 = -5
EBI2 block with NC(=O)C1(N2CCCCC2)CCN(C2CC(=O)N(Cc3ccc(N4CCCC4=O)cc3)C2=O)CC1 (stereo unspecified) = -18
CCR6 antag with Cc1ccc(NC(=O)CNCCCN2CCOCC2)cc1S(=O)(=O)N1CCCCC1 = 10
Gli-Sufu antag with Cc1ccc2c(c1)NC(=O)C(CC(=O)O)O2 (stereo unspecified) = -2
Gli-Sufu antag with COc1cccc(NC(=O)c2cccs2)c1 = -20

High-throughput results: PubChem, Sanford-Burnham Center for Chemical Genomics
